D2 agonist: activates the human D2 dopamine receptor | P14416 | HEK293 T-REx D2 cells, calcium flux agonist mode | activation, % at 2 µM | 340,000 tested, 0.53% active | AID 485358;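 active = activation over 3 SD above normal in the single-dose calcium agonist read, cut at about 30% in these data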; note: 0% is about no effect
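HEK293 Trex D2 cells, tetracycline-induced, o/n 30 C 5% CO2; no-wash Ca dye, RT 30–90 min; 10-cycle baseline, 23 nl cpd added, kinetic Ca read 180 s; agonist hits = positive Ca response.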
TRHR enhancer: TRH receptor (human) allosteric enhancement | TRHR cells, fluo-8 calcium fluorescence, EC20 TRH enhancement | enhancement, % at 2 µM | 360,000 tested, 0.66% active | AID 493056; in the data active = enhancement above about 30%; note: 0% is about no effect
Target sequence (P34981 whole entry, looked up): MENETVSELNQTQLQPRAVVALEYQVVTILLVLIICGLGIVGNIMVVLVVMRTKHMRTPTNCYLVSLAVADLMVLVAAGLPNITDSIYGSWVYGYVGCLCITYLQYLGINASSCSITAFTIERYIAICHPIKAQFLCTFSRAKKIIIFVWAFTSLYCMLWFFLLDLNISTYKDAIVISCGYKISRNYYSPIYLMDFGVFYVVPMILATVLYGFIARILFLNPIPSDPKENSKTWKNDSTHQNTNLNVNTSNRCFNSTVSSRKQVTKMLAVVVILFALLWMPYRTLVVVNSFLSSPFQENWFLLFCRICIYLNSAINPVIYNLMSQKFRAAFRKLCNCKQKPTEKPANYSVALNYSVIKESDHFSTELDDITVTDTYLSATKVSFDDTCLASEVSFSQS
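Enhancer read-out: after compound pinning and an initial kinetic agonist-mode read, an EC20 of TRH (10 nM final) was injected and fluo-8 calcium signal (Ex 480/Em 530) followed at 1 s/cycle for 100 cycles in TRHR-expressing cells.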
TRHR ag: activates the human TRH receptor | TRHR cells, calcium flux fluo-8, FDSS agonist mode | activation, % at 2 µM | 360,000 tested, 0.18% active; in the data active = activation above about 30%; note: 0% is about no effect
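Fluo-8-loaded TRHR cells; 10 s baseline, compound added, kinetic Ca2+ fluorescence read 1/s, agonist mode.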
USP1-UAF1 inh: blocks the human USP1/UAF1 deubiquitinase complex; O94782; recombinant USP1/UAF1, Ub-Rhodamine cleavage fluorescence; Potency, µM (highest dose often 57.1 µM), for inactives: top-dose activity change, negative = inhibition, most hits filed as inhibitors; 390,000 tested, 0.23% active; AID 743255; note: potency is the fitted concentration of half-maximal effect; % is set by controls: 0 for no effect and ±100 for the full control effect; nearly all actives have a fitted effect of over 60% in size; inactives centre near -12
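USP1/UAF1 complex (1 nM) preincubated 15 min at room temperature with compound, then Ub-Rho substrate (150 nM final) added. Kinetic fluorescence at 480/540 nm over 6 reads at 60 s intervals; 50 mM HEPES pH 7.8, 0.5 mM EDTA, 0.1 mg/ml BSA, 1 mM TCEP, 0.01% Tween-20.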
TrxR1 substrate: rat thioredoxin reductase 1 substrate activity | O89049 | purified TrxR1 substrate turnover, NADPH consumption readout | Potency, µM (highest dose often 114 µM), without a hit: at the top dose activity change, negative = substrate turnover | 390,000 tested, 0.01% active; note: potency is the fitted concentration of half-maximal effect; % is set by controls: 0 for no effect and ±100 for the full control effect; nearly all actives have a fitted effect of over 50% in size
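Rat TrxR1, dispensed at 90 nM, was prereduced with 400 uM NADPH (final) for 5 min at ~22 deg C, then incubated with compound 15 min before 400 uM selenite. A first-read NADPH fluorescence drop versus no-compound background flagged substrates.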
Pin1 inhibitor: blocks the human prolyl isomerase Pin1. Pin1 FP peptide displacement, HiFluor488, 10 min. Potency, µM (highest dose often 115 µM), inactives show top-dose activity, negative = inhibition, hits mostly inhibitors. 390,000 tested, 0.009% active. Q13526; active = well fitted inhibition curve with a large enough effect in the polarisation, with a control signal flat, not every such curve was filed as active; inconclusive = small, poorly fitted or top-dose-only effect, or effect the other way, or a change in a side signal; inactive = no such curve, though single readings can be large or run the other way; the % refers to the polarisation; note: potency is the fitted concentration of half-maximal effect; % is set by controls: 0 for no effect and ±100 for the full control effect
Target sequence (Q13526 whole entry, looked up): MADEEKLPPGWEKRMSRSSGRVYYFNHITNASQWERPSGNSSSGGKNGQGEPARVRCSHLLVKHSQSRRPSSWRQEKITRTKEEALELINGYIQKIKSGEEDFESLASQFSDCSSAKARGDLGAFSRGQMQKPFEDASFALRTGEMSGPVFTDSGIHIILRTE
D2 antag: antagonizes the human D2 dopamine receptor; HEK293 TREx D2 cells, calcium flux, dopamine EC80; inhibition, % at 10 µM; 340,000 tested, 2% active; in the data active = inhibition above about 30%; note: 0% is about no effect
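Dopamine at EC80 is the agonist stimulus; test compounds precede it by 180 s. Calcium flux read kinetically in a force-coupled, inducible HEK293 T-REx D2 cell line.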
rTrxR1 inhibitor: blocks rat thioredoxin reductase 1. O89049. recombinant rTrxR1, NADPH fluorescence consumption, selenite substrate. Potency, µM (titrated, usually from 114 µM), for the others: at the highest dose activity change, negative = inhibition, hits mostly inhibitors. 390,000 tested, 1% active. AID 588453; note: potency is the fitted concentration of half-maximal effect; % is set by controls: 0 for no effect and ±100 for the full control effect; nearly all actives have a fitted effect of over 65% in size
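Rat TrxR1 (90 nM in the dispensed reagent) was pre-reduced with 400 uM NADPH for 5 min at room temperature, then incubated with compound for 15 min. After 400 uM selenite was added, NADPH fluorescence (Ex 340/Em 450 nm) was followed for 8 min.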
mIDH1 inhibitor: inhibitors of human mutant IDH1 R132H | Potency, µM (titrated, usually from 76.6 µM), without a hit: top-dose activity change, negative = inhibition, most hits filed as inhibitors | O75874 | 390,000 tested, 0.093% active | IDH1-R132H enzyme, NADPH consumption, diaphorase/resazurin fluorescence | AID 602179; note: potency is the fitted concentration of half-maximal effect; % is set by controls: 0 for no effect and ±100 for the full control effect; nearly all actives have a fitted effect of over 65% in size
Target sequence (O75874 whole entry R132H, stated change not applied): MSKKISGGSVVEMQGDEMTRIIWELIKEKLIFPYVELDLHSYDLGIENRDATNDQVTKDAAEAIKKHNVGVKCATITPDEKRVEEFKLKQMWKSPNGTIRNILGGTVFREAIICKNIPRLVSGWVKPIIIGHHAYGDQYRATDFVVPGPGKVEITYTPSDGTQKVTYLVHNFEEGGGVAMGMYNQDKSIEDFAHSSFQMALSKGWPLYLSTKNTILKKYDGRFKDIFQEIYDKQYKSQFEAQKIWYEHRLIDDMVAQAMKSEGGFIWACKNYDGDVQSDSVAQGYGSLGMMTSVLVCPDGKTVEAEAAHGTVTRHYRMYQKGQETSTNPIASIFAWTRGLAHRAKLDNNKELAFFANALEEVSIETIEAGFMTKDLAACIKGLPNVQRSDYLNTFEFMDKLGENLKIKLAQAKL
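IDH1-R132H (0.5 ug/mL dispensed) in pH 7.5 Tris buffer was preincubated 30 min with compound, then given a substrate mix of 0.016 mM NADPH and 2 mM alpha-KG for 80 min at room temperature; remaining NADPH was read by diaphorase/resazurin fluorescence.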
Starred values were filed as active, the others as inactive; ? = inconclusive; . = no result given; [ ] = remark or other dose. Unless noted, calls come from the whole dose curve; as a rule, active = well fitted inhibition curve with a large enough effect; inconclusive = small, poorly fitted or top-dose-only effect; inactive = no such curve, though single readings can be large or run the other way. Some of the compounds tested; the hit share may differ from the screen's.

mol	D2 agonist	TRHR enhancer	TRHR ag	USP1-UAF1 inh	TrxR1 substrate	Pin1 inhibitor	D2 antag	rTrxR1 inhibitor	mIDH1 inhibitor
OCCC1CN(Cc2cccn2-c2cccnc2)CCN1Cc1ccccc1 (stereo unspecified)	-0.5	-6	-0.5	-20%	6%	-2%	-16	9%	-1%
COC(=O)C1CCN(C2=C(NS(=O)(=O)c3ccc(Cl)cc3)C(=O)c3ccccc3C2=O)CC1	-0.6	-11	-0.2	?	-4%	-5%	9	-18%	-11%
CC12CCC(C(=O)NNc3ccc([N+](=O)[O-])cc3)(CC1=O)C2(C)C (stereo unspecified)	1.2	2	-0.5	-4%	-9%	6%	0	-11%	9%
CC(=O)N1CCc2cc(S(=O)(=O)CCC(=O)N3CCN(c4cc(C)ccc4C)CC3)ccc21	-0.9	1	-0.3	-18%	5%	2%	4	32%	-1%
COc1ccc(S(=O)(=O)NCC(c2ccc(C)cc2)N2CCN(C)CC2)cc1 (stereo unspecified)	0.4	-1	0.3	-2%	-9%	6%	1	-3%	1%
CC(CC(=O)O)CC(=O)Nc1cc(C(F)(F)F)cc(C(F)(F)F)c1 (stereo unspecified)	-0.4	0	-0.3	-15%	2%[57.1 µM]	0%	16	12%	17%
COc1cc2cc(CN(Cc3cccs3)C(=S)Nc3ccccc3)c(=O)[nH]c2cc1OC	-1.6	2	0.0	-19%	17%	3%	3	20%	0%
CN(C)/C=C1\NC(=S)N(c2ccccc2)C1=O	0.8	-4	-0.3	-14%	-16%	1%	-12	-25%	7%
Nc1ccccc1NC1=CC(=O)CC(c2ccccc2)C1 (stereo unspecified)	0.0	1	1.4	.	.	.	-3	.	.
Cc1sc2ncnc(N3CCC(C(=O)N(C)CC(=O)Nc4ccccc4Cl)CC3)c2c1C	-2.1	-5	0.2	-4%	-9%	21%	-7	-13%	1%
CN(Cc1ccccc1)C(=O)c1cc(=O)[nH]c2ccccc12	-0.5	7	0.4	-12%	8%[2.29 µM]	-3%	3	18%	15%
CCCc1cc(=O)oc2c(C)c(OS(C)(=O)=O)ccc12	.	.	.	-10%	10%	4%	.	10%	3%
O=S(=O)(c1ccc(F)cc1)N1CCCN(c2nccc(C(F)(F)F)n2)CC1	-0.9	-2	0.2	-16%	4%	-1%	6	12%	7%
O=C1CC(c2cccc(F)c2)C2=C(CCCC2=O)N1 (stereo unspecified)	0.0	3	-0.2	-4%	12%[57.1 µM]	-6%	-3	19%[57.1 µM]	3%
CCCc1[nH]nc2c1C(c1ccc(OC)c(CSC3=NCCS3)c1)C(C#N)=C(N)O2 (stereo unspecified)	0.0	-2	-0.5	-11%	-7%	1%	-3	?	-21%
O=S(=O)(NCc1ccc2c(c1)OCO2)c1cccc(F)c1	0.7	3	-0.6	-21%	2%	-6%	13	17%[57.1 µM]	3%
O=C(O)c1ccc(Cl)c(S(=O)(=O)N2CCCCCC2)c1	-0.1	3	0.0	-8%	9%	-2%	4	13%	0%
O=C(CCN1C(=O)S/C(=C\c2ccc(F)cc2)C1=O)Nc1ccc(O)cc1C(=O)O	1.3	7	0.0	-9%	-6%	4%	6	5%	4%
COc1cc(CN2CCC(C(=O)NC3CCCC3)CC2)ccc1O	.	6	0.1	-10%	6%[57.1 µM]	4%	.	-15%	-8%
COc1ccccc1OCC(=O)Nc1ccc(S(=O)(=O)NC(C)=O)cc1	0.5	-5	0.0	6%	13%[57.1 µM]	-11%	-2	33%	-2%
Cc1cc(C)c(NC(=O)c2nc3ccccc3nc2N2CCCCC2)c(C)c1	-0.4	2	0.2	-24%	4%[57.1 µM]	0%	.	11%[57.1 µM]	15%
O=C(COc1ccccc1)NC1CCN(Cc2ccccc2)CC1	-0.8	2	0.3	9%	-9%	0%	13	7%	-3%
CCc1ccc(NC(=O)C2CCN(c3nnc(-n4c(C)ccc4C)s3)CC2)cc1	1.2	-1	-0.2	?	-2%	18%	.	-16%	.
O=C(CCNC(=O)c1ccccc1Cl)NCCc1ccc(C(F)(F)F)cc1	0.4	7	-0.4	-21%	4%	?	16	12%	2%
COc1ccc(Nc2ccccc2C(=O)O)cc1	-0.3	3	-0.1	-2%	-10%[57.1 µM]	1%	5	-12%[57.1 µM]	0%
Cc1ccc2c(c1)c1nc3ccccc3nc1n2C	1.9	23	3.2	?	-14%	?	5	-2%	-5%
CC1=C(C(=O)OCc2ccccc2)C(c2cccc3ccccc23)NC(=O)N1CCCC(=O)O (stereo unspecified)	-0.5	3	-0.3	12%	11%[57.1 µM]	4%	6	15%[57.1 µM]	-12%
CC(=O)[C@@]1(O)CC[C@H]2[C@@H]3CCC4=CC(=O)CC[C@]4(C)[C@H]3CC[C@@]21C	-2.0	-5	0.4	-7%	2%[57.1 µM]	1%	18	9%[57.1 µM]	0%
O=C(Nc1nc(-c2ccccn2)cs1)c1ccc(Cl)s1	1.3	8	-0.9	-23%	5%	1%	-1	12%	-7%
COc1cc(C(=O)NC(C)Cc2cccs2)cc(OC)c1OC (stereo unspecified)	1.8	4	0.2	-10%	1%	6%	-5	18%	7%
CCc1cc(C(=O)Cc2nc3ccccc3[nH]2)c(O)cc1O	-0.4	-2	-0.1	-21%	28%[57.1 µM]	0%	-4	6%[57.1 µM]	17%
Cc1ccc(NC(=S)NNC(=O)Nc2ccccc2)cc1	0.3	9	0.6	-11%	4%	-2%	-28	8%[57.1 µM]	3%
O=C(Nc1ccc([N+](=O)[O-])cc1)C(=O)Nc1cccc(C(=O)O)c1	0.4	1	0.3	-19%	-7%	2%	11	0%	0%
Cc1ccc(C)c(SCC(=O)OCC(=O)c2ccco2)c1	.	-6	-0.3	14%	-11%	?	.	?	5%
CN(C(=O)c1cccc(NC(=O)Cc2ccc(NC(=O)C3CCN(C(=O)C4CCC4)CC3)cc2)c1)C1CC1	.	.	.	-28%	-6%	1%	.	3%	-16%
O=c1c2ccccc2c2ccccc2c(=O)n1-c1ccccc1	0.0	6	-0.6	?	4%	0%	16	1%	-1%
NC(=S)NNC(=O)C12CC3CC(CC(C3)C1)C2	62*	-10	32*	-21%	7%	-10%	44*	7%	0%
CCCCOCCCNC(=O)C1c2ccccc2Oc2ccccc21	-0.8	-11	-2.2	-7%	10%[57.1 µM]	2%	12	13%[57.1 µM]	6%
COc1ccc2c(c1)c(=O)c(C(=O)c1ccc(Cl)cc1)cn2CC(=O)Nc1ccc2c(c1)OCO2	-0.3	2	0.1	-31%	-4%	-2%	.	4%	3%
Cc1cc(=O)oc(C)c1C(=O)Nc1ccc(Cl)cn1	-0.3	3	0.4	1%	-1%	-1%	6	1%	-3%
CC(=O)C(/C=N/c1cc(-c2ccc(C)cc2)nn1-c1ccccc1)=C(\C)O	0.0	5	-0.1	-23%	7%[57.1 µM]	-1%	3	11%	4%
COc1ccccc1OCC(=O)N/N=C/c1cccc2cccnc12	-0.1	2	-0.3	6%	4%	-1%	-9	7%	-2%
O=C(N/N=C/c1cc(Br)c(O)c(Br)c1)c1cccnc1	0.1	5	0.7	-8%	1%[57.1 µM]	3%	-9	-9%[57.1 µM]	17%
Cc1nccn1CC(=O)O	0.3	-3	0.3	-5%	2%	-1%	4	9%	7%
CCOC(=O)CSc1nc2cc(C)ccc2cc1C#N	0.6	-6	0.8	-7%	-6%[57.1 µM]	25%	14	-3%[57.1 µM]	3%
CCCS(=O)(=O)N1CCC(CCOc2ccccc2)(C(=O)OCC)CC1	1.3	6	-0.8	-14%	3%[57.1 µM]	0%	1	7%[57.1 µM]	4%
C=CCn1c(CC(=O)Nc2cccc(OC)c2)nnc1SCC(=O)NC1CCCCC1	-0.4	-5	-0.5	-4%	8%[57.1 µM]	-12%	4	27%[57.1 µM]	11%
CC(C)NC(=O)Nc1ccc2c(c1)C(=O)N([C@@H](C)CO)C[C@@H](C)[C@@H](CN(C)S(=O)(=O)c1ccc(F)cc1)O2	.	.	.	-11%	1%	-2%	.	-8%	-3%
C=CCC[C@@H](Cc1ccc(F)cc1)C(=O)OC[C@@H](Cc1c[nH]c2ccccc12)NC(=O)[C@@H](CC=C)CC(=O)N[C@H](CO)Cc1ccccc1	.	.	.	-11%	7%[57.1 µM]	5%	.	14%[57.1 µM]	0%
CCc1ccccc1NC(=O)CNC(=O)c1ccc(-n2cncn2)c([N+](=O)[O-])c1	1.4	7	0.9	-4%	-2%	22%	11	11%	8%
Cc1ccc(S(=O)(=O)NC(N)=NCCc2ccc(Cl)cc2)cc1	.	-4	-1.9	-4%	3%	-1%	.	12%	5%
Cc1ccc(C2=C(c3ccc([N+](=O)[O-])cc3)C(=O)OC2)cc1C	2.1	6	0.0	-14%	0%[57.1 µM]	?	-8	-11%[57.1 µM]	-2%
CC(C)CN(C(=O)COC(=O)c1ccc([N+](=O)[O-])s1)c1c(N)n(Cc2ccccc2)c(=O)[nH]c1=O	0.6	4	0.8	-6%	-7%	9%	-9	-25%	-1%
CC(C)c1ccc(NC(=O)C2CC(=O)N=C(N)S2)cc1 (stereo unspecified)	0.4	-1	0.3	-13%	7%[0.457 µM]	2%	-3	8%[0.457 µM]	1%
CC(CCc1ccccc1)NC(=O)c1cncc(Br)c1 (stereo unspecified)	-0.3	-7	-1.7	-10%	-5%	-2%	3	-2%	4%
CCOC(=O)C1=C(C)S/C(=C\N(C)C)C1=O	1.0	2	0.7	4%	11%[57.1 µM]	0%	-52	-14%[57.1 µM]	-6%
